Diaph act CS = counter-screen for diaphorase-based assays: diaphorase activators and chemical reducers | Diaphorase/resazurin coupled assay, resorufin fluorescence, 16 min; stronger effect = higher value; 1 = vehicle wells, 0 = NADH-free wells | activation factor at 20 µM | 0.005% of 190,000 active | AID 1229;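 active means diaphorase activity raised at least twofold by the compound at 20 µM; inactive means activation factor below 2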
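Material: purified diaphorase enzyme from Clostridium kluyveri; Also added: 0.114 mM NADH and 0.1 mM resazurin, final amounts; Doses: single compound dose of 20 µM, 1% DMSO final; Times: 16 min enzyme reaction, ambient temperature; Detection: resorufin fluorescence, excitation 544 nm, emission 590 nm; Measure: increased resorufin signal from activators or reducing compounds.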
G6PDH counter = L. mesenteroides G6PDH inhibition counter-screen. Purified L. mesenteroides G6PDH, diaphorase/resazurin coupled fluorescence, 45 min. inhibition, % at 5 µM. 0.12% of 200,000 active; in the data active means inhibition above about 50%
TNAP inh hi DEA = inhibitors of human TNAP at high phosphate acceptor concentration; inhibition, % at 20 µM; 0.03% of 200,000 active; AID 1135; purified TNAP, CDP-star luminescence, 1 M DEA;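 active means over 50% inhibition of tissue-nonspecific alkaline phosphatase at 20 µM in the single-dose screen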;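 further: plate controls were DMSO wells for no effect and EDTA-quenched wells as full inhibition for full effect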
PMI act = increases human mannose-6-phosphate isomerase activity. P34949. purified human PMI, coupled resazurin fluorescence, 20 min; stronger effect = higher value; 1 = vehicle control, 0 substrate-free wells. activation factor at 20 µM. 0.005% of 190,000 active. AID 1214;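 active means activation factor of 2 or more at 20 µM, relative to plate controls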
Target sequence (P34949 whole entry, looked up): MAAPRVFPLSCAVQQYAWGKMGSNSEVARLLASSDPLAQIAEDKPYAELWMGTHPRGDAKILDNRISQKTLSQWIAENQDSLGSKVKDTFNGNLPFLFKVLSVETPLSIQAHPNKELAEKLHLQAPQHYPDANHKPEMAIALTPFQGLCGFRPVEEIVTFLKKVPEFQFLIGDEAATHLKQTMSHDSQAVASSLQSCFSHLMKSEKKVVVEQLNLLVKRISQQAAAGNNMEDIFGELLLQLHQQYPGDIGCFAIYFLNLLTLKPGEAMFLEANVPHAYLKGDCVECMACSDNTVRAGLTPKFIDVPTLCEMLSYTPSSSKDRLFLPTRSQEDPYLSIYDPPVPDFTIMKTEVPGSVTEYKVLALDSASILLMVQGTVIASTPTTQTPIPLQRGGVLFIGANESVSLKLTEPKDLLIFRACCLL
FLuc act counter = firefly luciferase counter-screen for stimulation assays | P08659 | ATPlite luciferase biochemical, luminescence, 10 min; 0 = ATP-free wells, 1 = DMSO control | activation factor at 10 µM | 200,000 tested, under 10 active | AID 1027;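 active means luciferase activation factor, scaled between plate controls, of at least 2 with compound at 10 µM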
Target sequence (P08659 whole entry, looked up): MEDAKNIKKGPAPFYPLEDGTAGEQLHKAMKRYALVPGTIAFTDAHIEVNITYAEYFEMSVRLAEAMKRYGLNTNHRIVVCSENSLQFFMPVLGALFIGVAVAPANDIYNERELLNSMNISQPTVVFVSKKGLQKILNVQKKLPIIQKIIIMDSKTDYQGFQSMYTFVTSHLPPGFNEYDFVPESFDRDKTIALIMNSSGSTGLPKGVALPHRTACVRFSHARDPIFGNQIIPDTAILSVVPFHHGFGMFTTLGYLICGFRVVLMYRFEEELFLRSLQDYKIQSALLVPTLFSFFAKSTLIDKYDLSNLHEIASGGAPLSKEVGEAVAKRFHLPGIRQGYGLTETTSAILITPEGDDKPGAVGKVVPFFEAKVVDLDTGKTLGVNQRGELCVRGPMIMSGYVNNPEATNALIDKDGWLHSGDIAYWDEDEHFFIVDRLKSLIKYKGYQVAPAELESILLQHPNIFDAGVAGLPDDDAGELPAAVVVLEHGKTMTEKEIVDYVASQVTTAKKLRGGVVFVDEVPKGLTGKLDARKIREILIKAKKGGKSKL
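Assay system: Luciferase/luciferin reagent mix; Medium: PBS as buffer for the ATP substrate; Dosing: test compounds dosed from 2 mM stocks in 100% DMSO; Times: 10 min, room temperature; Signal: luminescence from luciferase reaction; Read-out: luciferase activation; Controls: No-ATP low control, compound-free enzyme-plus-ATP high control.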
TNAP inh no acc = blocks human TNAP activity with no phosphate acceptor present; P05186; purified TNAP, CDP-star luminescence, 30 min; inhibition, % at 20 µM; 0.26% of 200,000 active;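 active means tissue-nonspecific alkaline phosphatase inhibition above about 50% at 20 µM in the single-dose screen, limit read from the data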;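 further: 0% = DMSO negative control and 100% = EDTA positive control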
TNAP act hiacc = activators of human TNAP at high phosphate acceptor concentration; 200,000 tested, under 10 active; activation factor at 20 µM; purified TNAP, CDP-star luminescence, 1 M DEA, 30 min; stronger effect = higher value; 0 = EDTA background, 1 = DMSO-only activity; P05186;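 active means activation factor at least 2 at 20 µM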
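Measured by: Luminescent substrate turnover signal | Test system: Human TNAP | Input: TNAP 1/800 final | Dosing: 20 µM single point | Schedule: 30 min, room temperature | Controls: EDTA wells as negative control, DMSO wells as positive control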
PMI act satM6P = increases human PMI activity with near-saturating mannose 6-phosphate. P34949. coupled PMI enzyme assay, resazurin fluorescence, 20 min; stronger effect = higher value; 1 = untreated enzyme, 0 = substrate-free blank. activation factor at 20 µM. 0.34% of 190,000 active. AID 1216;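 active means activation factor of 2 or more at 20 µM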
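Test system: human phosphomannose isomerase with PGI, G6PDH, diaphorase coupling enzymes; Amount: PMI at 15 ng/mL final; Reagent: Mannose-6-phosphate 1.0 mM (near-saturating) plus 0.22 mM NADP+; Timing: 20 min, room temperature; Technique: resorufin fluorescence at Ex 544/Em 590 nm; Dosing: 20 µM single dose.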
Efa HMGR inh = E. faecalis class II HMG-CoA reductase inhibition. purified E. faecalis HMGR, NADPH absorbance 340 nm kinetic. AID 1066. 0.41% of 190,000 active. inhibition, % at 10 µM;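 active means inhibition above a set limit, the median over all tested compounds plus 3 SD, cut at about 9.5% in these data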;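 further: enzyme runs in reverse so mevalonate oxidation gives rising NADPH absorbance; 0% = complete reaction with DMSO and 100% = background rate lacking mevalonate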
Diaph inh CS = inhibits diaphorase or chemically oxidizes, flagging diaphorase assay artifacts; diaphorase resazurin-to-resorufin fluorescence, NADH, 16 min; bacterial (C. kluyveri) enzyme, not human; inhibition, % at 20 µM; 0.69% of 190,000 active; AID 1217;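 active means primary screen inhibition at 20 µM above a set limit, cut at about 50% in these data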;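 further: plate controls were DMSO with full reaction for no effect and wells lacking NADH for full effect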
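Test system: diaphorase enzyme from Clostridium kluyveri; amount: diaphorase at 0.14 U/mL in enzyme working solution; detection: fluorescence of resorufin formed from resazurin, Ex 544/Em 590 nm; times: reaction incubation of 16 min at room temperature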
* marks the source's active call; other numbers are inactive results; nt = not tested or not shown. Outcome played no part in choosing rows; any-hit rate near 1.7%.

SMILES	Diaph act CS	G6PDH counter	TNAP inh hi DEA	PMI act	FLuc act counter	TNAP inh no acc	TNAP act hiacc	PMI act satM6P	Efa HMGR inh	Diaph inh CS
NCCCn1cnc2ccccc21	1	-1	-2	1	1	-10	1	1	-1	2
Cc1cc(C)c2c(N)c(C(=O)NCc3ccco3)sc2n1	0.9	9	-2	1.7	0.9	-1	1	2*	-9	13
CCn1c(=O)cc(OCC(=O)N2CCCCCC2)c2ccccc21	0.9	-2	-4	0.9	1	-12	1	1	2	14
Cc1cc(O)c(C(C)C)cc1NC(=O)Cn1nc(C)c2ccccc2c1=O	0.8	14	0	0.8	1	-5	1	0.9	-5	18
CC(=O)Nc1nc(SCc2ccc(Cl)cc2Cl)n[nH]1	1	2	-4	1	1.1	9	1	1	-5	0
O=C(c1cccn(Cc2cccc(Cl)c2)c1=O)N1CCOCC1	0.8	5	-3	0.8	1	-9	1	0.9	-2	15
CC1=CC(=O)C=C(C)C1=NOc1ccc([N+](=O)[O-])cc1	0.7	2	-3	0.8	1.1	-19	1	0.5	-6	25
O=C(CCn1nc(-c2ccccc2)ccc1=O)N1CCCC1	0.9	-16	-1	0.9	1	-6	1	0.9	-4	9
CC(=O)c1ccc(NC(=O)C(C)NCc2ccccc2Cl)cc1 (stereo not drawn)	1.1	3	-2	1.2	1.1	-6	1	1.1	-7	-8
CCn1c(SCC(=O)Nc2nc(C)c(C)s2)nc2cccnc21	0.8	-5	-2	1	1.1	-6	1	0.9	-7	16
NS(=O)(=O)c1ccc(NC(CNS(=O)(=O)c2ccccc2)c2ccccc2)cc1 (stereo not drawn)	0.9	1	-2	1	1	-4	1	1	-3	10
CCc1nc2n[nH]c(N)c2c2c1CSC(C)(C)C2	1	2	-3	1.1	1.1	-9	1	1.1	6	3
O=C(Nc1ccc(Cl)cn1)C1CCCN1S(=O)(=O)c1ccc(Cl)cc1 (stereo not drawn)	0.8	4	-4	0.9	1	-10	1	0.9	-9	17
O=C(Nc1ccc(NC(=O)c2ccco2)c(Cl)c1)c1cccc([N+](=O)[O-])c1	1	-8	-1	1	1	-8	1	1	4	1
O=C(CCC(=O)NNC(=O)Nc1ccc(Cl)cc1)NCc1ccccc1	0.9	3	-5	1	1.1	0	1.1	1.1	1	7
Cc1ccc(Nc2nc(CSc3nnc(-c4ccccc4)n3C)cs2)cc1	0.8	4	1	0.9	0.1	5	1	0.9	1	20
CCOc1cc(C(=O)NCCN2C(=O)S/C(=C\c3cccnc3)C2=O)cc(OCC)c1OCC	0.9	0	1	0.9	1	3	1	0.9	6	12
COc1cccc(OC)c1OCCOCCn1cnc2ccccc2c1=O	1	13	0	0.9	1	3	1	1	-6	1
CCCn1nc(Oc2nc(NC(C)C)nc(N(C)C)n2)ccc1=O	1	14	-3	1	1.1	-7	1	1	3	2
CCOC(=O)C1CCN(S(=O)(=O)c2ccc(NC(=O)OC)cc2)CC1	0.9	-1	-4	1	1.1	-12	1	1	-1	7
N#Cc1c(NC(=O)CSc2ncn(-c3ccccc3)n2)sc2c1CCCC2	0.8	6	27	0.9	1	3	0.7	1	-3	17
COCCn1c(NC(=S)NC(=O)C2CC2)cc(=O)[nH]c1=O	0.4	-7	-2	1	1.1	-41	1	1.1	-1	61*
COC(=O)c1ccccc1NC(=S)N1CCN(c2ccccn2)CC1	0.7	2	1	0.9	1.1	-10	1	0.9	-7	27
CC(Cc1ccccc1)NC(=O)CSc1nc2nc3c(cc2c(=O)n1-c1ccccc1)COC(C)(C)C3 (stereo not drawn)	0.9	-8	-6	1	1.1	-11	1.1	1	-2	13
CCOc1ccc2nc(NC(=O)CCn3cccc3)sc2c1	1	1	-1	1.1	1	-16	1	1	0	-4
Following part:
SMILES	Diaph act CS	G6PDH counter	TNAP inh hi DEA	PMI act	FLuc act counter	TNAP inh no acc	TNAP act hiacc	PMI act satM6P	Efa HMGR inh	Diaph inh CS
CCCCNC(=O)NNC(=O)c1ccc(F)cc1	0.9	-2	-4	1.1	1.1	-4	1	1.1	-1	5
Cc1ccccc1OCCNC(=O)c1ccc2ccccc2n1	0.9	2	-1	0.9	1	-15	1	1	2	14
CCCCCNC(=O)C1CCC(Cn2c(=S)[nH]c3ccccc3c2=O)CC1 (stereo not drawn)	1	3	-4	1.1	1.1	-5	1	1.1	-4	-4
CC(=C1C(=O)c2ccccc2C1=O)N1CCN(C/C=C/c2ccccc2)CC1	0.8	13	-1	0.9	1	-2	1	1.1	0	25
O=C(C1CC1)N1CCN=C1SCc1cccc(C(F)(F)F)c1	0.9	1	0	0.9	1	-2	1	0.9	-2	15
O=C(N/N=C/c1ccccc1OCc1ccccc1)c1cccs1	0.9	-3	-4	0.9	0.7	-6	1	1	0	14
CCN(CC)CCNc1nc(-c2ccc(OC(F)F)cc2)c(C)s1	1	1	2	0.9	1	-8	1	0.9	-5	3
CN(C)c1ccc(/C=N/NC(=O)c2ccc(Cn3cc(Br)cn3)o2)cc1	1.1	-12	5	1.1	0.7	-3	1	0.9	1	-6
COC(=O)c1ccccc1NC(=O)c1ccc(COc2cccc3ccccc23)o1	0.9	5	1	0.9	1	-3	1	1	2	9
COc1ccccc1NC(=O)Cc1nnc(SCC(=O)Nc2ccccc2F)n1C	1	4	-3	1.1	1	-15	1	1.1	-1	3
CCOC(=O)c1c(NC(=O)C2C3C=CC(C3)C2C(=O)O)sc2c1CCCC2 (stereo not drawn)	0.8	6	-2	1	1.1	-2	1	0.9	-3	22
CCCCOCP(=O)(CCCC)COCCCC	0.9	-1	-2	0.9	1	-7	1	0.9	-1	8
CCN(CC)CCCN1C(=O)c2oc3ccccc3c(=O)c2C1c1cccc(OC)c1OC (stereo not drawn)	0.8	8	-10	1.1	1.1	-2	1.1	1	-6	16
COc1ccc(NC(=O)/C(C#N)=C\c2cc(C)n(-c3ccc(Oc4ccc([N+](=O)[O-])cn4)cc3)c2C)cc1	0.9	3	5	1	1	-13	1	1.1	-3	15
O=C(NCc1ccco1)c1ccccc1NS(=O)(=O)c1cccs1	0.8	24	-1	0.9	1.1	-20	1	1	-1	17
CC(=O)c1cccc(N(CC(=O)Nc2cc(C)cc(C)c2)S(C)(=O)=O)c1	1	-3	-2	0.9	1	-4	1	1	0	-1
COc1ccc(C2CC(c3ccc([N+](=O)[O-])cc3)=NN2C(=O)c2ccccc2)cc1OC (stereo not drawn)	0.7	6	-5	0.8	1.1	-4	1	0.8	-2	34
CCOC(=O)C1CCCN(C(=O)Nc2cccc(Cl)c2)C1 (stereo not drawn)	0.8	-1	-5	1	1	-9	1	1	1	21
COc1ccc(NCc2nnc(SCc3ccccc3)n2-c2ccc(OC)cc2)cc1	0.8	4	-2	0.9	1	-6	1	0.9	-5	22
CSc1nc2ccccc2s1	1.1	-2	3	1.1	0.9	-2	1	1	-10	-15
CCOC(=O)c1c(C)[nH]c(C(=O)CN2C(=O)NC(C)(CC(C)C)C2=O)c1C (stereo not drawn)	0.8	2	-1	0.9	1.1	-4	1	0.9	1	15
CCOc1ccc2ncc(C(=O)c3ccc(OC)cc3)c(N3CCN(CC)CC3)c2c1	1	-5	-1	1.1	1	-4	1	1	-2	3
COc1ccccc1-n1c(SCC(=O)Nc2ccccc2F)nc2[nH]ncc2c1=O	0.9	-2	-2	1	1	-8	1	1	3	9
COc1ccc(C2(CNC(=O)Cc3ccccc3)CCCC2)cc1OC	0.9	5	-4	1	1.1	2	1	1	2	12
O=C(Nc1nnc(SCc2c(Cl)cccc2Cl)s1)C1CC(=O)N(c2ccc3c(c2)OCCO3)C1 (stereo not drawn)	0.8	2	1	1.2	1	-6	1	1	-5	18

Already shown: an excerpt of the list.
SMILES	Diaph act CS	G6PDH counter	TNAP inh hi DEA	PMI act	FLuc act counter	TNAP inh no acc	TNAP act hiacc	PMI act satM6P	Efa HMGR inh	Diaph inh CS
CCCCNC(=O)NNC(=O)c1ccc(F)cc1	0.9	-2	-4	1.1	1.1	-4	1	1.1	-1	5
Cc1ccccc1OCCNC(=O)c1ccc2ccccc2n1	0.9	2	-1	0.9	1	-15	1	1	2	14
CCCCCNC(=O)C1CCC(Cn2c(=S)[nH]c3ccccc3c2=O)CC1 (stereo not drawn)	1	3	-4	1.1	1.1	-5	1	1.1	-4	-4
CC(=C1C(=O)c2ccccc2C1=O)N1CCN(C/C=C/c2ccccc2)CC1	0.8	13	-1	0.9	1	-2	1	1.1	0	25

(listing goes on)
SMILES	Diaph act CS	G6PDH counter	TNAP inh hi DEA	PMI act	FLuc act counter	TNAP inh no acc	TNAP act hiacc	PMI act satM6P	Efa HMGR inh	Diaph inh CS
COc1ccc(NC(C)=O)cc1NC(C)C(=O)Nc1ccc(F)cc1 (stereo not drawn)	0.9	3	0	1	1.1	-11	1	0.9	-5	14
CC(=O)c1cccc(NC(=O)C2CCN(S(=O)(=O)c3ccc(C)cc3)CC2)c1	0.8	-2	-6	1	1.1	-11	1.1	1	-3	22
CCc1nnc(NC(=O)CSc2nnc(-c3ccoc3C)n2-c2ccc(C)cc2)s1	0.9	1	-2	1	1.1	-7	1	1	2	7
Cc1c(C(=O)NCCc2ccccc2)oc2ccc(S(=O)(=O)N3CCC4(CC3)OCCO4)cc12	0.8	6	-5	1	1.1	5	1	1	-1	18
O=C(c1cccnc1)n1nc(NCc2ccccc2)nc1NCc1ccccc1	0.7	15	-6	0.9	1	-12	1.1	1	-3	27
S=C(NCCc1ccc(Cl)cc1)Nc1ccc(Cl)cc1Cl	0.9	-12	-3	0.9	1.1	-11	1	0.9	-6	13
CCN(CC)CCNc1nc2cc(OC)c(OC)cc2c2nc(-c3ccccc3)nn12	1	6	-6	0.9	1.1	-7	1.1	1	-5	0
COc1cccc(C2c3[nH]c4ccccc4c3CCN2C(=O)Cn2cncn2)c1OC (stereo not drawn)	nt	10	-4	nt	1	-16	1	nt	-3	nt
CCCC(=O)c1c[nH]c(C(=O)NCc2cccnc2)c1	1.2	10	-4	1.1	1	4	1	1.1	-3	-21
FC(F)(F)c1nnc2c(Sc3ccccn3)nc3ccccc3n12	0.9	2	-2	0.9	1	-5	1	0.9	1	9
COc1ccc(/C=N/Nc2ncnc3c2[nH]c2ccccc23)c(OC)c1OC	0.9	6	-2	1	1	-2	1	1	-6	8
